Ba/F3 V617F tox = reduced viability of JAK2V617F-dependent Ba/F3 cells, primary screen, JAK2V617F inhibitor project, cell-based, Ba/F3 EpoR-JAK2V617F, luminescence. ATP luminescence. inhibition, % at 5.6 µM. 220,000 tested, 1.1% active. AID 1446, 2008;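 active means inhibition above the campaign mean plus 3 SD over all tested compounds, cut at about 24% in these data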;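 further: cytokine-independent growth of Ba/F3 cells driven by EpoR plus mutant JAK2; 0% = DMSO-treated cells and 100% = JAK inhibitor I control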
NPY2 pot ag = NPY-Y2 potentiators or agonists, primary screen, cell-based | Neuropeptide Y receptor type 2 (Homo sapiens), P49146 | cells expressing NPY-Y2, potentiator/agonist read-out | activation, % at 3.6 µM | 220,000 tested, 0.45% active | AID 1359, 2008; in the data active means activation above about 27%;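 further: cells stimulated with NPY near EC25 plus isoproterenol at EC100; 0% = vehicle plus submaximal agonist and 100% = vehicle plus saturating agonist; some results beyond the cut were filed as inactive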
S1P4 agonist = S1P4 receptor agonists, primary screen, cell-based; Sphingosine 1-phosphate receptor 4 (Homo sapiens), O95977; S1P4-expressing cell line, agonist reporter assay; activation, % at 4.98 µM; 220,000 tested, 0.35% active; AID 1509, 2009; in the data active means activation above about 11%;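 further: 0% = DMSO vehicle and 100% = reference agonist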
Target sequence (O95977 whole entry, looked up): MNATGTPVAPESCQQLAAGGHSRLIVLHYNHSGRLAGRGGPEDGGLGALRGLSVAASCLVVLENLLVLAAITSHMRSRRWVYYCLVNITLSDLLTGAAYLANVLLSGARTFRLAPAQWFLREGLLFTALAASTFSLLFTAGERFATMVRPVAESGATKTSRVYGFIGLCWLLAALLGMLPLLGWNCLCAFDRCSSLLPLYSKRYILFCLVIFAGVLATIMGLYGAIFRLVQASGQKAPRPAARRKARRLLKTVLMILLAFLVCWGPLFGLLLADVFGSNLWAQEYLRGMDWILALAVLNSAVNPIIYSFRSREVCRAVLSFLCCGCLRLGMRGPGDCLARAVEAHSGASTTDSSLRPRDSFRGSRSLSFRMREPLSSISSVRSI
BaF3 tox = parental Ba/F3 cell viability inhibition, counter-screen for JAK2V617F inhibitor project, murine pro-B, CellTiter-Glo luminescence; CellTiter-Glo ATP luminescence; inhibition, % at 5.6 µM; 220,000 tested, 1.1% active; AID 1486, 2009;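 active means inhibition above a per-campaign cutoff, the mean inhibition of all tested compounds plus 3 SD, cut at about 27% in these data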;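 further: 0% = DMSO wells and 100% = JAK Inhibitor I control wells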
S1P4 antag = S1P4 receptor antagonists, primary screen, cell-based; S1P4-expressing cells, antagonist mode, reporter read-out; 220,000 tested, 0.26% active; Sphingosine 1-phosphate receptor 4 (Homo sapiens), O95977; inhibition, % at 4.98 µM; AID 1510, 2009; in the data active means inhibition above about 29%;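 further: 0% = wells stimulated with agonist and 100% = vehicle wells without agonist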
NPY1 pot ag = NPY-Y1 receptor potentiators or agonists, primary screen, cell-based; Neuropeptide Y receptor type 1 (Homo sapiens), P25929; NPY-Y1 expressing cells, potentiator/agonist activation; activation, % at 3.6 µM; 220,000 tested, 0.37% active; in the data active means activation above about 33%, passing the limit was not always enough;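 further: cells stimulated with NPY at EC10 then isoproterenol at EC100; 0% = low agonist plus stimulus and 100% = saturating agonist plus stimulus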
NPY Y1 blocker = NPY-Y1 receptor antagonists, primary screen, cell-based | Neuropeptide Y receptor type 1 (Homo sapiens), P25929 | HEK293-CNG Y1 cells, membrane potential fluorescence; NPY at EC95, then isoproterenol | inhibition, % at 3.6 µM | 200,000 tested, 1% active;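 active means inhibition above the campaign mean inhibition of all tested compounds plus 3 SD, cut at about 20% in these data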;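 further: 0% = DMSO wells given NPY plus isoproterenol and 100% = isoproterenol alone without NPY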
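Assay system: HEK293 Y1/CNG channel cell line; Doses: single compound dose of 3.6 µM, 0.4% DMSO; Timing: dye 3 h, compound 60 min room temperature, stimulation 45 min; Technique: Membrane-potential fluorescent dye readout; Measure: % inhibition of NPY effect.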
RBBP9 inh = human RBBP9 inhibitors, primary screen, biochemical, fluorescence polarization, FP-Rh probe, HTS; 220,000 tested, 0.2% active; AID 1515, 2009; recombinant RBBP9; inhibition, % at 7.94 µM; Serine hydrolase RBBP9 (Homo sapiens), O75884;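 active means inhibition above the campaign mean of all tested compounds plus 3 SD, cut at about 14% in these data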;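 further: plate controls were DMSO wells with RBBP9 for no effect and wells lacking RBBP9 protein for full effect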
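Test system: recombinant human RBBP9; Timing: 30 min then 45 min, 25 °C; Detection: fluorescence polarization; Control set: RBBP9 with DMSO as uninhibited control, no-protein wells as full inhibition; Compound dosing: one concentration, 7.94 µM nominal, 0.794% DMSO; Probe or stimulus: FP-Rh activity-based probe, 375 nM before mixing.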
Runt-CBFb FRET = inhibitors of RUNX1 Runt–CBFb binding, primary screen, biochemical, FRET, Cerulean-Runt, Venus-CBFb, uHTS; AID 1496, 2009; Runt-related transcription factor 1 (Homo sapiens) + Core-binding factor subunit beta …; Cerulean-Runt/Venus-CBFb FRET ratio 530/480, 1 h; inhibition, % at 20 µM; 220,000 tested, 0.46% active;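 active means inhibition over about 50% at 20 µM in the single-dose screen, limit read from the data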;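 further: 0% = DMSO wells and 100% = excess unlabeled CBFb competitor control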
Target sequence (Q01196 whole entry, looked up): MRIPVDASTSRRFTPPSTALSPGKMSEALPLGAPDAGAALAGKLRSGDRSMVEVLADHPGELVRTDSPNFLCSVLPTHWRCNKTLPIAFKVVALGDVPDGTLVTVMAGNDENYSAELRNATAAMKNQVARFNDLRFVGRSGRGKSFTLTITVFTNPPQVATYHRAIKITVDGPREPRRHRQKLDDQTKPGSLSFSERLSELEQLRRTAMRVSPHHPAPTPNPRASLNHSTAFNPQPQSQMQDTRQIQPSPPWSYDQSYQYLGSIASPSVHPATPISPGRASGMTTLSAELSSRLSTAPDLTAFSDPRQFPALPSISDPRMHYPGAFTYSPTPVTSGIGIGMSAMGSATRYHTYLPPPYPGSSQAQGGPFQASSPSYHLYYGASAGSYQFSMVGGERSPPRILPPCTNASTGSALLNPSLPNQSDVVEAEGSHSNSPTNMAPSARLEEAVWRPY
Target sequence (Q13951 whole entry, looked up): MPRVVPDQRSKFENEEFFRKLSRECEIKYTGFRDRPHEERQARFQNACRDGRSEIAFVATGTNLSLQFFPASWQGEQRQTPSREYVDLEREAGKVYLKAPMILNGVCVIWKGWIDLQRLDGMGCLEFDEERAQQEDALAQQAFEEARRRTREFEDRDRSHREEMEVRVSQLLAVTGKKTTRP
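Reagent – Venus-CBFb binding partner, 100 nM · Assay system – Cerulean-tagged RUNX1 Runt domain (FRET donor) fusion protein · Input – 100 nM per protein · Incubation – two 1 h room-temperature incubations shielded from light · Measured by – FRET fluorescence · Medium – Tris buffer pH 7.5 with salts and BSA · Benchmarks – unlabeled CBFb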
* hit, by the source's call; / = no result given. The order is random, and some 3.6% of all compounds hit somewhere here.

SMILES	Ba/F3 V617F tox	NPY2 pot ag	S1P4 agonist	BaF3 tox	S1P4 antag	NPY1 pot ag	NPY Y1 blocker	RBBP9 inh	Runt-CBFb FRET
O=C(CSc1nc2ccccc2[nH]1)N/N=C/C=C\c1ccccc1[N+](=O)[O-]	-2	8	1.8	4	-12	-44	5	-4	0
CC1CN(C(=O)c2ccc(COc3ccc4ccccc4c3)o2)CC(C)O1 (configuration not stated)	1	-7	1.3	5	-6	-7	6	-4	6
Nc1nnc(-c2ccc(Cl)c([N+](=O)[O-])c2)s1	6	-8	-0.4	8	-9	-5	9	-1	1
Cc1ccc2nc(NC(=O)C3CCN(S(=O)(=O)c4ccc5c(c4)oc(=O)n5C)CC3)sc2c1	-2	-4	-0.9	5	-3	0	5	-10	-2
CN(C)/C=C/C(=O)c1cnc(-c2ccccc2Cl)s1	1	10	-1.1	4	-15	14	-3	-14	-5
S=c1[nH]nc(-c2cccnc2)n1/N=C/c1ccccc1	2	-18	-0.7	0	2	2	/	-4	10
CCC(C)(NC(=O)c1ccccn1)C(=O)NC1CCCCC1 (configuration not stated)	4	0	2.5	4	-3	3	-1	-3	0
O=C(NCc1ccccc1)c1ccc(CS(=O)(=O)c2ccccc2)o1	-1	8	-0.3	3	13	3	2	-8	1
CCOc1cc(CNCCc2ccc(S(N)(=O)=O)cc2)ccc1OCC(=O)NC1CCCCC1	-3	-11	-4.0	2	-4	-7	9	-10	2
O=C(CN1C(=O)c2ccccc2S1(=O)=O)NCCC1=CCCCC1	1	14	-0.6	0	1	-7	6	4	-2
COc1ccccc1-c1cc(C(=O)N2CCN(c3ccccc3OC)CC2)no1	0	6	0.4	1	-17	-27	5	-7	0
CCc1nnc(NC(=O)CSc2nnc(COc3ccc(C)cc3)n2-c2ccccc2)s1	7	1	-0.3	6	-11	-17	3	-14	-3
COc1ccc(OCc2cccc(C(=O)Nn3cc([N+](=O)[O-])cn3)c2)cc1	6	1	-1.3	12	-1	16	2	-4	2
Cc1ccc(NNC(=O)c2c(F)cccc2Cl)cc1Cl	-4	1	-1.2	0	12	5	/	-1	0
Cc1c(C2=CCN(S(=O)(=O)c3ccc(Br)cc3)CC2)c2ccccc2n1C	-1	-6	0.2	4	-30	8	2	-14	-9
COc1ccc(C(=O)C2=NN(C(C)=O)CC2c2ccco2)cc1 (configuration not stated)	4	3	3.1	6	-15	14	8	-9	4
CC1=NN=C(c2ccccc2)C(c2c[nH]c3ccccc23)N1O (configuration not stated)	-3	11	1.0	8	-12	3	10	1	0
COc1ccccc1-n1cnc2cc(C(=O)NC3CCCC3)ccc21	-4	-16	-1.7	9	-5	-14	1	-1	-2
O=C(CN1C(=O)c2ccccc2C1=O)OCN1C(=O)c2ccccc2C1=O	-4	7	0.2	-2	-2	14	-1	-5	/
CC(C)NC(=O)COC(=O)c1cccc(NS(=O)(=O)/C=C/c2ccccc2)c1	1	-3	3.6	8	-1	-14	-3	-5	0
O=C(CN1C(=O)C2C3C=CC(C3)C2C1=O)NCc1ccc2c(c1)OCO2 (configuration not stated)	-4	0	-3.7	1	0	-16	-4	-5	0
Cc1ccc(NC(=O)CN2C(=O)NC(C)(CCc3ccccc3)C2=O)cc1 (configuration not stated)	1	9	0.2	6	-11	19	-5	-5	0
Cc1c(N)cccc1-n1cnnn1	3	-5	-0.4	4	-29	-4	4	-9	-2
Clc1ccc(-c2cc(-c3ccccn3)on2)c(Cl)c1	4	-4	-0.5	2	-11	-2	/	-4	1

Filtered by structure, the entries above with an aryl thioether with sulfur outside any ring (2)
SMILES	Ba/F3 V617F tox	NPY2 pot ag	S1P4 agonist	BaF3 tox	S1P4 antag	NPY1 pot ag	NPY Y1 blocker	RBBP9 inh	Runt-CBFb FRET
O=C(CSc1nc2ccccc2[nH]1)N/N=C/C=C\c1ccccc1[N+](=O)[O-]	-2	8	1.8	4	-12	-44	5	-4	0
CCc1nnc(NC(=O)CSc2nnc(COc3ccc(C)cc3)n2-c2ccccc2)s1	7	1	-0.3	6	-11	-17	3	-14	-3

Limited to BaF3 tox and NPY Y1 blocker (three entries from above):
canonical_smiles	BaF3 tox	NPY Y1 blocker
Cc1ccc(NC(=O)CN2C(=O)NC(C)(CCc3ccccc3)C2=O)cc1 (configuration not stated)	6	-5
O=C(CN1C(=O)c2ccccc2C1=O)OCN1C(=O)c2ccccc2C1=O	-2	-1
COc1ccc(OCc2cccc(C(=O)Nn3cc([N+](=O)[O-])cn3)c2)cc1	12	2

More structures
SMILES	Ba/F3 V617F tox	NPY2 pot ag	S1P4 agonist	BaF3 tox	S1P4 antag	NPY1 pot ag	NPY Y1 blocker	RBBP9 inh	Runt-CBFb FRET
COCC(=O)Oc1c(Sc2ccccc2[N+](=O)[O-])c(C)nn1C(C)(C)C	-1	16	-0.5	4	1	4	4	-2	8
O=C(COC(=O)c1ccccc1C(=O)c1ccccc1)NCCc1ccccc1	3	3	-2.5	9	-7	-20	0	-7	-1
O=C(NCc1cccnc1)c1ccc(Br)s1	-2	7	0.9	1	3	-2	/	-6	3
O=C(C1CC1)N1CCc2cc(Br)cc(S(=O)(=O)N3CCOCC3)c21	7	0	-0.8	12	-17	-20	2	-5	2
CCn1cnc2sc(C(=O)N(Cc3ccc(N(C)C)cc3)Cc3ccco3)c(C)c2c1=O	3	13	1.8	-2	-4	-6	10	-7	-4
CCOc1ccc(-c2nc(-c3ccc(OC)cc3)no2)cc1OCC	1	7	1.0	4	-5	17	4	-5	-2
O=S1(=O)N=C2CCCCCN2C(c2ccc(Br)cc2)N1 (configuration not stated)	-2	-4	1.1	0	-25	2	0	-8	-1
CCOC(=O)c1c(NC(=S)NC)sc2c1CC(C)(C)SC2	-4	0	-0.4	5	-9	8	1	-4	9
COc1ccc(/C=C/C(=O)C(C(N)=O)=C2SCCS2)cc1	-5	2	-1.3	4	-30	4	-7	5	-30
CC(=O)c1sc(-c2ccc(Cl)cc2)cc1N	0	-25	1.6	-3	-6	-14	/	-7	2
O=C(CSc1nc2ccccc2c(=O)n1-c1ccc(F)cc1F)Nc1ccc2c(c1)CCC2	0	11	-1.3	4	-24	-1	4	-9	-3
O=C(Nc1ccccn1)c1cccc(S(=O)(=O)N2CCOCC2)c1	-2	12	-0.8	6	-10	0	-2	-1	-2
Cn1c(-c2ccc(F)cc2)cnc1NCc1ccc(C#N)cc1	4	-18	0.0	6	-2	-8	4	-2	0
CC(Oc1cccc(Cl)c1)C(=O)Nc1ccncc1 (configuration not stated)	-2	10	2.5	5	-26	16	-2	4	0
O=C(CCc1ccccc1)NC1CCSC1=O (configuration not stated)	2	13	1.8	1	-14	1	3	-9	-3
N=c1c[n+](N2CCOCC2)[n-]o1	2	6	1.1	5	-2	-13	-4	-8	3
COc1ccc(CC2CCOC2=O)cc1 (configuration not stated)	2	8	0.2	3	-5	8	-1	-5	0
CCN(CC)S(=O)(=O)c1cccc(C(=O)N[C@H](C(=O)NCc2ccccc2F)C(C)C)c1	-1	-17	1.6	3	-7	-1	0	-7	-1
COc1ccccc1S(=O)(=O)Cc1ccc(C(=O)NCCN(C)C)o1	0	13	1.0	7	-9	-3	3	-8	/
COC(=O)c1cccc(NC2CC(=O)N(c3ccc(OC)c(OC)c3)C2=O)c1 (configuration not stated)	2	6	-2.0	7	-25	-15	0	-7	0
COc1ccc(/C=C2\CCC(C3CCCC3)C2=O)cc1Cn1nc(C)cc1C (configuration not stated)	-4	9	0.6	4	-17	-3	6	3	-8
CCCCNS(=O)(=O)c1ccc(NC(=O)C2CCCO2)cc1 (configuration not stated)	-1	-12	1.5	4	-5	-4	3	-4	-2
COc1ccccc1NC1SC(=O)N(c2ccccc2)C1=O (configuration not stated)	-3	18	0.7	1	5	6	-4	-15	-1
COc1ccccc1Nc1cc(C(=O)N2CCc3ccccc3C2)c2ccccc2n1	0	-3	1.4	0	-16	-1	-2	-6	-2
CS(=O)(=O)N(CC(=O)Nc1ccccc1-c1ccccc1)c1ccccc1	9	-5	-1.7	6	-15	-5	6	-1	-2
COc1ccccc1NC(=O)/C=C/c1cc([N+](=O)[O-])ccc1OC(F)F	-3	-22	0.7	-7	17	-16	/	-3	-1
NS(=O)(=O)c1ccc(CCNC(=O)c2ccc(Cl)cc2[N+](=O)[O-])cc1	2	-27	-0.2	0	-9	-26	0	-7	0
CN1C(=O)OC2(C)CCc3ccccc3C12C (configuration not stated)	3	10	22*	-1	-16	-9	1	-2	-2
CCc1ccc2c(CN(CC)Cc3nc4ccccc4c(=O)[nH]3)cc(=O)oc2c1	0	-4	0.6	5	-2	14	0	-2	4
COc1ccccc1Cn1c(C)nc2ccccc21	-5	-6	1.4	2	-19	9	/	-8	0
Cc1cc(Br)c(NC(=O)c2c(-c3c(Cl)cccc3Cl)noc2C)c(Br)c1	1	0	1.0	0	-8	-12	/	-5	3
O=C(c1nc(-c2ccccc2)n(-c2ccccc2)n1)N1CCCCCC1	-2	17	-0.7	0	-2	12	2	-8	0
CN(C)c1cc[nH]c(=O)c1C#N	3	7	-0.8	5	-1	8	1	-16	1
Fc1ccc2nc(N3CCCC3)sc2c1	4	8	-0.1	9	-9	10	2	-5	-1
CCOC(=O)c1ccccc1NC(=O)c1cccs1	-2	-19	1.8	4	-6	-20	2	-6	-1
CC(=O)N(c1c(C)n(C)n(-c2ccccc2)c1=O)C1(C(=O)NC2CCCC2)CCCCC1	0	-5	1.2	1	-13	7	-1	-3	0
COc1cc(NC(=O)C2=C(N3CCOCC3)/C(=C/c3ccc(Cl)cc3)CC2)cc(OC)c1OC	-1	11	1.6	6	-8	5	-5	-10	-9
Clc1ccc(Oc2nc3ccccc3n3cccc23)cc1	-2	-9	-2.2	-1	-3	-48	4	-8	0
O=C(c1cc(-c2ccccc2)nc2ccccc12)N1N=C(C(F)F)CC1(O)C(F)F (configuration not stated)	-2	-1	0.1	2	-4	4	-2	-8	0
CSc1nc(C)c(CCOCc2ccccc2)c(=O)[nH]1	-1	5	-0.6	5	-26	-29	-4	-2	-1
O=C(OCc1nc2ccccc2[n+]([O-])c1C(=O)c1ccccc1)c1cccs1	-5	2	1.6	-1	-9	6	0	-4	-2

Screens deposited in PubChem BioAssay by several laboratories.
